Bioassay records: PubChem, several laboratories
CRFBP-R2 block – antagonists of CRF-BP/CRF-R2 complex, primary screen, cell-based, HEK293, calcium dye fluorescence, uHTS. inhibition, % at 11.8 µM. 350,000 tested, 0.59% active. CRF-induced calcium fluorescence. AID 588475, 2011;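 active means inhibition of the ligand-induced calcium signal above about 50% at the single tested concentration, limit read from the data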
M5 ag – human M5 muscarinic receptor agonists, primary screen, CHO-K1 cells, Fluo-8 calcium fluorescence; CHO-K1 hM5 cells; 0% DMSO wells, 100% maximal acetylcholine response; 360,000 tested, 0.19% active; AID 624037, 2012; Muscarinic acetylcholine receptor M5 (Homo sapiens), P08912; activation, % at 3 µM;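 active means activation above the run's mean over test compounds plus 3 SD, cut at about 23% in these data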;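 further: signal is peak over basal fluorescence ratio across the kinetic read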
Target sequence (P08912 whole entry, looked up): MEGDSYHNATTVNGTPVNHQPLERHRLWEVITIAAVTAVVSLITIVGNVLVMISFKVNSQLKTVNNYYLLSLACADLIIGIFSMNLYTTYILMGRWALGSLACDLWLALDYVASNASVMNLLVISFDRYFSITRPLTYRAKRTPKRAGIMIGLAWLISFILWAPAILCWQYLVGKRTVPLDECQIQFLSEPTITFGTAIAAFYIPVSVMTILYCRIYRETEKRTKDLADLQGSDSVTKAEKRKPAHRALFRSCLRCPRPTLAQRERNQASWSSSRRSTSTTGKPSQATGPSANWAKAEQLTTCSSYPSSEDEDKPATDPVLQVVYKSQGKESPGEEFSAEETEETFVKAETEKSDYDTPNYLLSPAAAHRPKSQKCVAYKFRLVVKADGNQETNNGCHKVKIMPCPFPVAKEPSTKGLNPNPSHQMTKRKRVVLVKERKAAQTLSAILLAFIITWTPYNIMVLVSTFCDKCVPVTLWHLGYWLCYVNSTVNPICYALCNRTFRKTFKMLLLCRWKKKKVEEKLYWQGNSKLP
CRFR2-BP ag – agonists of CRF-BP/CRF-R2 complex, primary screen, cell-based, HEK293, calcium dye fluorescence, uHTS. AID 588473, 2011. 350,000 tested, 0.46% active. calcium dye fluorescence (FLIPR); percent of saturating CRF peptide response. CRF-binding protein / CRF receptor 2 complex (human). activation, % at 13.2 µM;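 active means activation of at least 50%, plus an integration ratio under a set limit after plate pattern correction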;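 further: plate controls were neutral control wells without compound for no effect and CRF at EC100 for full effect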
CHRM5 PAM – human M5 muscarinic receptor positive allosteric modulators, primary screen, CHO-K1 cells, Fluo-8 calcium fluorescence; Muscarinic acetylcholine receptor M5 (Homo sapiens), P08912; CHO-K1 hM5, ACh EC20 PAM; 0% = ACh EC20, 100% = ACh EC100; activation, % at 3 µM; 360,000 tested, 0.3% active; AID 624038, 2012;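 active means activation above the run cutoff, the mean activation of all test compounds plus 3 SD, cut at about 18% in these data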
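Replicates: One well per compound, no replicates | System: Human M5 receptor in CHO-K1 cells | Benchmarks: Low control EC20 acetylcholine (0%), high control EC100 acetylcholine (100%) | Probe or stimulus: Acetylcholine, EC20 level | Times: Fluo-8 loading 80 min at 37 °C plus 30 min room temperature | Signal: Intracellular calcium via Fluo-8 fluorescence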
M4 antag – human M4 muscarinic receptor antagonists, primary screen, CHO cells, Fluo-8 calcium fluorescence; CHO-hM4 cells, ACh EC80; inhibition, % at 3 µM; 360,000 tested, 0.73% active;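 active means inhibition above its plate's cutoff, the mean inhibition of sample wells plus 3 SD, cut at about 27% in these data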;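 further: 0% = acetylcholine EC80 with DMSO and 100% = DMSO without agonist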
Target sequence (P08173 whole entry, looked up): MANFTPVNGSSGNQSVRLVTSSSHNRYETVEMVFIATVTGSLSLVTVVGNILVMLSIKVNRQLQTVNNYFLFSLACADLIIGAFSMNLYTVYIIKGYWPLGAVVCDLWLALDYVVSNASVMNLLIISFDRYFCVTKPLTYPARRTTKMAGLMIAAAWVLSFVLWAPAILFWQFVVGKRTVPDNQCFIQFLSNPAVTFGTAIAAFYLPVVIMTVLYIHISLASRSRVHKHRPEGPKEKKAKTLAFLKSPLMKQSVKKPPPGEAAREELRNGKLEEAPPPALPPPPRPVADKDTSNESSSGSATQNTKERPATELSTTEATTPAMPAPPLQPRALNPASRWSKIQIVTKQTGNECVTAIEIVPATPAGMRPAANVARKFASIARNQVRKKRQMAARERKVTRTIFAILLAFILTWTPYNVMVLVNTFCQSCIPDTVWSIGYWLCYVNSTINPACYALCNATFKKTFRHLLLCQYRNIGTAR
IDE inh – human IDE inhibitors in live cells, primary screen, fluorescence polarization, HEK cells, FAbetaB substrate | 320,000 tested, 0.41% active | Insulin-degrading enzyme (Homo sapiens), P14735 | AID 434962, 2010 | FAbetaB cleavage | inhibition, % at 5.59 µM;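 active means percent inhibition above the average of all tested compounds plus 3 SD, set per screening campaign, cut at about 16% in these data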;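 further: IDE supplied by intact live HEK cells; FP after avidin binding of uncleaved biotin substrate so inhibition keeps polarization high; 0% = DMSO wells and 100% = 60 µM reference IDE inhibitor Ii1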
CHRM4 PAM – human M4 muscarinic receptor positive allosteric modulators, primary screen, CHO-K1 cells, Fluo-8 calcium fluorescence | CHO-K1 hM4/Gqi5, ACh EC20; 0% = ACh EC20, 100% = maximal ACh | activation, % at 3 µM | 360,000 tested, 0.4% active | Muscarinic acetylcholine receptor M4 (Homo sapiens), P08173 | AID 624126, 2012;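 active means activation above its plate's cutoff, the mean activation of sample wells plus 3 SD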; further: some results filed as inactive read as strong as hits
CHRM4 agonist – human M4 muscarinic receptor agonists, primary screen, CHO-K1 cells, Fluo-8 calcium fluorescence. activation, % at 3 µM. 360,000 tested, 0.14% active. CHO-K1 hM4/Gqi5; vehicle 0%, full acetylcholine response 100%. AID 624127, 2012. Muscarinic acetylcholine receptor M4 (Homo sapiens), P08173;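 active means activation above the run mean over all test wells plus 3 SD, cut at about 32% in these data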;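 further: peak over basal fluorescence ratio per well then scaled between controls; 0% = DMSO wells and 100% = acetylcholine at EC100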
CHRM5 antagonist – human M5 muscarinic receptor antagonists, primary screen, CHO cells, Fluo-8 calcium fluorescence; Muscarinic acetylcholine receptor M5 (Homo sapiens), P08912; CHO-hM5 cells, ACh EC80; inhibition, % at 3 µM; 360,000 tested, 0.59% active; AID 624040, 2012;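 active means inhibition above a per-plate cutoff, the mean of that plate's test compounds plus 3 SD, cut at about 27% in these data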;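 further: 0% = acetylcholine EC80 with DMSO and 100% = DMSO without agonist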
* = called active by the depositor; . = not tested or not shown.

The opening 2 entries (preview)
no.	Compound	CRFBP-R2 block	M5 ag	CRFR2-BP ag	CHRM5 PAM	M4 antag	IDE inh	CHRM4 PAM	CHRM4 agonist	CHRM5 antagonist
1	Cc1nc(C)c(C(=O)C2=C(O)C(=O)N(CCN(C)C)C2c2ccco2)s1 (configuration not stated)	1	-1	-0.9	-5	0	2	-10	0	13
2	Cc1ccc(NC(=O)C2CCN(S(=O)(=O)c3cccc4nonc34)CC2)nc1	18	-6	0.3	-4	-7	-4	4	3	-5

Main list, from the first entry:
no.	Compound	CRFBP-R2 block	M5 ag	CRFR2-BP ag	CHRM5 PAM	M4 antag	IDE inh	CHRM4 PAM	CHRM4 agonist	CHRM5 antagonist
1	Cc1nc(C)c(C(=O)C2=C(O)C(=O)N(CCN(C)C)C2c2ccco2)s1 (configuration not stated)	1	-1	-0.9	-5	0	2	-10	0	13
2	Cc1ccc(NC(=O)C2CCN(S(=O)(=O)c3cccc4nonc34)CC2)nc1	18	-6	0.3	-4	-7	-4	4	3	-5
3	Cc1ccn(CCC(=O)N2CCCC(CCC(=O)N3CCN(c4ccccn4)CC3)C2)n1 (configuration not stated)	9	1	5.0	-11	-7	3	0	6	8
4	NC(=O)CSc1nnc(-c2cccnc2)n1CCc1ccccc1	0	-2	-1.2	0	4	6	-1	0	3
5	COC(=O)c1cc(OC)nc(OC)c1	-17	2	-2.5	3	0	7	-2	1	10
6	CCOC(=O)N(NC(=O)C(O)(CC(C)C)CC(C)C)c1ccccc1	-6	-3	-2.6	0	-4	4	5	0	-6
7	Cc1ccc(NC(=O)CN(C)C(=O)c2nn(C)c(=O)c3ccccc23)cc1	3	7	-0.6	-4	6	1	-4	7	12
8	NC(=O)C1=C[C@@H](c2coc3ccccc3c2=O)C[C@@H](OCc2ccc(CO)cc2)O1	5	3	-1.0	-9	3	0	3	3	10
9	O=C(OCc1nnc(-c2ccc(Br)cc2)o1)c1cncc(Br)c1	-17	-4	-0.1	-1	9	3	-8	0	11
10	C[C@]12CCC(=O)C=C1[C@H](O)C[C@@H]1[C@@H]2[C@@H](O)C[C@@]2(C)[C@H]1CC[C@]2(O)C(=O)CO	-17	6	1.5	-13	-9	1	-7	16	10
11	O=C(c1ccc(N2C(=O)C3CC=C(Cl)CC3C2=O)cc1)N1CCOCC1 (configuration not stated)	9	0	0.1	-4	5	0	-7	0	8
12	CN(C(=O)COC(=O)c1ccc2ccccc2n1)c1ccccc1	-5	-3	-0.9	6	-19	4	8	4	0

Ordered by count of non-hydrogen atoms (smallest number first): part of the list above
no.	Compound	CRFBP-R2 block	M5 ag	CRFR2-BP ag	CHRM5 PAM	M4 antag	IDE inh	CHRM4 PAM	CHRM4 agonist	CHRM5 antagonist
5	COC(=O)c1cc(OC)nc(OC)c1	-17	2	-2.5	3	0	7	-2	1	10
9	O=C(OCc1nnc(-c2ccc(Br)cc2)o1)c1cncc(Br)c1	-17	-4	-0.1	-1	9	3	-8	0	11
4	NC(=O)CSc1nnc(-c2cccnc2)n1CCc1ccccc1	0	-2	-1.2	0	4	6	-1	0	3
6	CCOC(=O)N(NC(=O)C(O)(CC(C)C)CC(C)C)c1ccccc1	-6	-3	-2.6	0	-4	4	5	0	-6
11	O=C(c1ccc(N2C(=O)C3CC=C(Cl)CC3C2=O)cc1)N1CCOCC1 (configuration not stated)	9	0	0.1	-4	5	0	-7	0	8
10	C[C@]12CCC(=O)C=C1[C@H](O)C[C@@H]1[C@@H]2[C@@H](O)C[C@@]2(C)[C@H]1CC[C@]2(O)C(=O)CO	-17	6	1.5	-13	-9	1	-7	16	10
2	Cc1ccc(NC(=O)C2CCN(S(=O)(=O)c3cccc4nonc34)CC2)nc1	18	-6	0.3	-4	-7	-4	4	3	-5
8	NC(=O)C1=C[C@@H](c2coc3ccccc3c2=O)C[C@@H](OCc2ccc(CO)cc2)O1	5	3	-1.0	-9	3	0	3	3	10
3	Cc1ccn(CCC(=O)N2CCCC(CCC(=O)N3CCN(c4ccccn4)CC3)C2)n1 (configuration not stated)	9	1	5.0	-11	-7	3	0	6	8

(more compounds)
no.	Compound	CRFBP-R2 block	M5 ag	CRFR2-BP ag	CHRM5 PAM	M4 antag	IDE inh	CHRM4 PAM	CHRM4 agonist	CHRM5 antagonist
13	COc1ccc(-c2ccc(-c3nc4c(c(=O)[nH]c(=O)n4Cc4ccccc4)n3C)o2)c([N+](=O)[O-])c1	-18	-2	-0.3	5	-3	-1	-4	1	5
14	CC(=O)N=C1SC2CS(=O)(=O)CC2N1c1ccccc1Cl (configuration not stated)	-1	-2	1.0	5	-3	9	6	0	-7
15	CN(CCc1cn[nH]c1)C(=O)CC1C(=O)NCCN1Cc1cccc(Oc2ccccc2)c1 (configuration not stated)	1	-2	1.3	11	-4	-3	4	1	-14
16	CCCCN1C(=O)CC(C(=O)O)C1c1ccc(OC)cc1 (configuration not stated)	-3	-2	-3.5	4	-12	-4	1	0	-6
17	O=C(C[C@H]1C/C=C\C[C@@H](Cc2ccc(F)cc2)C(=O)O[C@@H](c2ccccc2)CNC1=O)N[C@@H](CO)Cc1ccccc1	3	-2	0.5	3	2	1	1	1	11
18	CC(/C=N/NC(=O)c1cccc(F)c1)=C\c1ccccc1	-21	-3	0.5	1	0	3	1	3	-1
19	O=C(NCc1ccccn1)c1cccc(S(=O)(=O)Nc2ccc(SC(F)F)cc2)c1	-18	8	-0.3	-6	-14	2	1	8	8
20	C[C@H](CO)N1C[C@H](C)[C@@H](CN(C)C(=O)NC2CCCCC2)Oc2c(NS(=O)(=O)c3cccs3)cccc2C1=O	11	2	-2.1	5	-2	11	6	2	-2
21	CCCCN1C(=O)/C(=C2/Sc3ccc(OC)cc3N2CC)SC1=S	-7	0	23	0	1	-1	2	0	2
22	COc1ccc(CCNC(=O)C2CCN(S(=O)(=O)c3ccc(OC)c(OC)c3)CC2)cc1OC	-3	-2	-1.4	-3	0	4	-5	12	9
23	CC[n+]1c(/C=C(\C)Nc2ccccc2)sc2ccccc21	7	-2	-1.8	5	0	5	16	1	-4
24	O=S(=O)(c1cc(Cl)ccc1Cl)N1CCN2CCCC2C1 (configuration not stated)	1	-1	-0.9	-2	-5	1	5	0	-2
25	Cc1c(C)c2ccc(OCC(=O)N3CCN(c4ccccc4)CC3)cc2oc1=O	-4	-1	-3.5	4	0	-5	1	0	4
26	COc1ccc(C(=O)NCC(c2cccnc2)N2CCN(c3ccccc3OC)CC2)cc1OC (configuration not stated)	-23	0	3.8	-8	-6	4	0	2	1
27	CC(=O)Nc1ccc(S(=O)(=O)NCC2(N3CCOCC3)CCCCC2)cc1	-1	0	1.9	-1	-1	.	5	3	3
28	COCc1nc2oc3ccccc3c(=O)c2cc1C(=O)OC	23	-2	-1.7	-7	4	-3	-3	1	11
29	CC(C)(C)NC(=O)C(c1ccncc1)n1c(=O)c(-c2ccccc2)nc2ccccc21 (configuration not stated)	.	2	.	4	5	.	3	0	-5
30	Nn1c(CSc2nc3ccccc3o2)nnc1CSc1nc2ccccc2o1	-35	-12	-4.1	-9	8	5	-7	2	0
31	Nc1c(Br)c(=O)[nH]c(=O)n1-c1ccc(F)cc1	2	1	-0.7	-3	5	-1	-9	11	17
32	CC(C)(C)OC(=O)NC(CC(=O)OCc1ccccc1)C(=O)O (configuration not stated)	1	-2	2.4	3	11	3	8	1	1
33	COc1cc(C(=O)Nc2ccc(C(=O)NCC3CCCO3)cc2)cc(OC)c1OC (configuration not stated)	15	2	0.3	9	-9	-5	-2	1	-7
34	CC(=O)N[C@H]1[C@H]([C@H](O)[C@H](O)CO)O[C@](O)(C(=O)O)C[C@@H]1O	4	0	0.8	-3	-6	.	-2	0	5
35	CC(NCC(=O)Nc1ccccc1C(=O)NC1CC1)c1ccc(Cl)cc1 (configuration not stated)	-26	0	-0.9	-6	-7	.	-3	10	-4
36	O=C(/C=C/c1ccccc1Cl)Nc1ccc2c(c1)C(=O)NC2=O	-13	1	1.1	-5	-10	0	1	3	7
37	C/C(=N/NC(=O)CCc1ccccc1)c1ccco1	13	-1	-4.5	-3	-2	-2	4	1	-3
38	OCC1OC(O)CC(O)C1O (configuration not stated)	9	0	-0.2	-1	-2	.	0	1	8
39	O=S(=O)(NCC1CC1)c1ccc(F)c(Cl)c1	-1	-9	-5.8	1	-5	2	-6	-1	-2
40	O=C(CN(c1ccccc1)S(=O)(=O)c1ccccc1)Nc1ccccc1C(=O)NCc1ccco1	16	0	-2.5	-10	-8	4	-8	9	9
41	O=C(CSc1nnc(-c2ccccn2)n1-c1ccccc1)Nc1ccc2c(c1)OCO2	-2	0	-1.4	0	5	5	3	1	-1
42	CC(=O)Nc1ccc(S(=O)(=O)Nc2nc3ccccc3nc2Nc2ccc(S(N)(=O)=O)cc2)cc1	12	1	-1.0	-3	-3	2	3	0	3
43	O=C(CSc1nnc2scc(-c3ccccc3)n12)Nc1ccc2c(c1)OCCO2	22	9	-2.6	-5	-15	13	21	-2	7
44	CCc1cccc2c(C(=O)COC(=O)c3ccc(O)cc3)c[nH]c12	-23	3	1.3	-6	5	2	-7	14	4
45	O=C(COC(=O)c1ccccc1Br)NCCc1ccc(F)cc1	24	-5	0.1	-3	-16	2	-5	1	0
46	COc1ccc(C(=O)NCCOc2cccc(OC)c2)cc1	6	-5	1.1	4	0	0	1	0	6
47	O=C(CSc1ccsc1[N+](=O)[O-])NC1CCCC1	-8	-2	-1.4	4	-10	1	1	1	-2
48	O=C(O)C(Cc1ccccc1)N1C(=O)C2CCCCC2C1=O (configuration not stated)	6	-4	-1.1	0	-5	-6	5	1	2
49	Cc1nc(-c2cc(-c3nc(-c4cc(C(F)(F)F)cc(C(F)(F)F)c4)no3)no2)cs1	-11	3	1.5	-1	1	5	-6	0	-7
50	COc1ccccc1C(=O)NCCCn1cc(Br)c(C)n1	4	0	-3.0	12	-4	3	12	1	-10
51	Cc1cc(C)cc(-n2nnnc2-c2cn(C)nc2C(F)(F)F)c1	10	-1	-0.4	1	12	5	-1	2	-1
52	CC(=O)c1ccc(NC(=O)COc2ccccc2C(=O)Nc2ccccc2)cc1	-2	1	-1.2	-12	-6	-2	-11	17	6
53	CCOC(=O)c1sc(=NC(=O)/C=C/c2cccs2)n(C)c1C	-6	0	-0.1	-5	-13	5	-2	-1	17
54	O=C(CN1CCCCCC1)OCCN=C1NS(=O)(=O)c2ccccc21	-6	1	-1.0	-1	4	0	-3	0	-5
55	CCN(CCNC(=O)C1CCCN(c2ncnc3c2nc2n3CCCCC2)C1)Cc1ccccc1 (configuration not stated)	-10	-4	-0.3	9	1	-1	-2	2	-11
56	Cc1cc(-c2nnc(SCC(=O)Nc3ccccc3Cl)n2C)no1	-2	-2	-0.9	-7	11	4	-11	0	11
